# TDP1 block – blocks human tyrosyl-DNA phosphodiesterase 1. recombinant TDP1, AlphaScreen DNA substrate cleavage. Q9NUW8. Potency, µM (titrated, usually from 130 µM), without a hit: at the highest dose activity change, negative = inhibition, hits mostly inhibitors. AID 485290. 350,000 tested, 0.28% active; also: nearly all actives have a fitted effect of over 40% in size
# Target sequence (Q9NUW8 whole entry, looked up): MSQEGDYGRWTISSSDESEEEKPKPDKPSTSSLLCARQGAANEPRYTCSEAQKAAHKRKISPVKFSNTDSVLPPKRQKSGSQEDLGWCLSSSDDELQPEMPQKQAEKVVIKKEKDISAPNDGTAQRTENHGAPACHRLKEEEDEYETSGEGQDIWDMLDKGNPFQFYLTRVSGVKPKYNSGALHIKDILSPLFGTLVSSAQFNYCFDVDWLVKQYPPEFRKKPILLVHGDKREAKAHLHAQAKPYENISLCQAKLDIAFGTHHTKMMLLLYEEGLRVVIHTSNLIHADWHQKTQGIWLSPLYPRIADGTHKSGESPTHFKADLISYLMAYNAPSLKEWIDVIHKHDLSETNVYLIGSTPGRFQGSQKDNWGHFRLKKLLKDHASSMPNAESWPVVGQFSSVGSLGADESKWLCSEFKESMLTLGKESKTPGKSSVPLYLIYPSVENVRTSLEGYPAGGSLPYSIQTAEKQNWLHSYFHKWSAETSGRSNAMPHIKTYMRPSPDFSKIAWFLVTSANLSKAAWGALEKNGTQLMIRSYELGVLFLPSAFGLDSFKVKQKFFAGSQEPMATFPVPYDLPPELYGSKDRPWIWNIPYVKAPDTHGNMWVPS
#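 Recombinant E. coli-expressed Tdp1 (1 nM) preincubated with compound 15 min at RT, then 5'-biotin/3'-phosphotyrosine-FITC DNA substrate (15 nM) added for 5 min. AlphaScreen beads (10 ug/ml) added, 10 min RT; tyrosine-FITC cleavage read as signal loss.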
# TDP1 cell CPT – DT40-hTDP1 cell growth loss with CPT. AID 686979. chicken DT40 Tdp1-/-;hTDP1 cells + 20 nM CPT, ATP luminescence, 48 h. Potency, µM (titrated, usually from 46.2 µM), inactives show top-dose activity change, negative = growth inhibition, hits mostly inhibitors. 420,000 tested, 12% active; also: nearly all actives have a fitted effect of over 55% in size
#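 Chicken DT40 Tdp1-/- cells complemented with human TDP1, 400 cells/well, exposed to compounds plus 20 nM camptothecin for at least 48 h at 37 C; viability read as ATP content by CellTiter-Glo luminescence.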
# TDP1 cell noCPT – qHTS for Inhibitors of human tyrosyl-DNA phosphodiesterase 1 (TDP1): qHTS in cells in absence of CPT. DT40 Tdp1-/- hTDP1 cells, no CPT, ATP luminescence, 48 h. 420,000 tested, 15% active. Potency, µM (doses to about 46.2 µM), inactives show at the highest dose activity change, negative = growth inhibition, actives largely listed as inhibitors; also: nearly all actives have a fitted effect of over 55% in size
#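 DT40 Tdp1-/-;hTDP1 cells, no CPT (DMSO vehicle only), 400 cells/well; compounds pin-transferred; ≥48 hr, 37 °C; CellTiter-Glo 30 min RT dark, luminescence read.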
# * marks the source's active call; other numbers are inactive results; ? = inconclusive; · = not tested or not shown; & = joins results of further samples; [ ] = remark or other dose. Calls follow the shape of the dose curve; as a rule, active = well fitted curve in the direction sought with a large enough effect; inconclusive = small, poorly fitted or top-dose-only effect, or another doubt; inactive = no such curve, though single readings can be large; an effect the other way counts as inactive or inconclusive. % is scaled to controls: 0 for no effect and ±100 for the full control effect; potency is read from the fitted curve at half-maximal effect.
SMILES,TDP1 block,TDP1 cell CPT,TDP1 cell noCPT
O=C(c1cccc(S(=O)(=O)NCc2ccccc2)c1)N1CCN(c2ccccc2Cl)CC1,·,15µM*,?
COCCCN1C(=O)C2C(C(=O)Nc3cccc(Cl)c3)C3C=CC2(O3)C1C(=O)NC1CCCCC1 (centres undefined),3%,2%,0%
COC(=O)c1sccc1NC(=O)CC1C(=O)NCCN1C(=O)c1ccc(C)c(C)c1 (centres undefined),1%,0%,-24%
Cc1ccc(NC(=O)C2CCCN(S(=O)(=O)c3cccc4cccnc34)C2)cc1 (centres undefined),5%&1%,?,21µM*
O=C(NNc1ccc(Cl)nn1)c1ccc(Cl)cc1,8%,-17%,-10%
C=CCc1cc(C=Nc2ccc(N3CCOCC3)cc2)cc(OCC)c1O,·,-28%,16µM*
CCOc1cc(/C=N/NC(=O)C(C)Sc2ccccn2)ccc1O (centres undefined),3%,6%,?
C[C@H]1CN([C@@H](C)CO)S(=O)(=O)c2ccc(Br)cc2O[C@@H]1CN(C)C(=O)c1cccnc1,·,-6%,-4%
CCN(CC)C(=O)c1cccc(-c2csc(C(O)(c3ccccc3)C(F)(F)F)n2)c1 (centres undefined),·,?,16µM*
Cc1oc2cc3oc(=O)c(CCC(=O)N[C@H](C(=O)O)C(C)C)c(C)c3cc2c1C,·,-1%,3%
CC1=NN(C(N)=S)C(=O)C1N=Nc1c(C)n(C)n(-c2ccccc2)c1=O (centres undefined),·,-3%,-2%
Cc1cc(NC(=O)CSc2nnc(-c3cccnc3)n2C2CCCCC2C)no1 (centres undefined),0%,?,-38%
CC1=C(/C=C/C(C)=C/C=C/C(C)=C/C(=O)Oc2c(C)c(C)c3c(c2C)CC[C@@](C)(CCC[C@H](C)CCC[C@H](C)CCCC(C)C)O3)C(C)(C)CCC1,·,-3%,-22%
O=C(Nc1cccc(-c2cccc(F)c2)c1)C1CCN(C2CCOCC2)CC1,-1%,?,?
Cc1cccc(N2CC(C(=O)Nc3nnc(SCc4ccccn4)s3)CC2=O)c1 (centres undefined),3%,-15%,-3%
CSCc1cc(N(C)c2ccccc2)nc(-c2ccccn2)n1,·,2.9µM*,4.6µM*
Cc1cc(-c2ccnc(-n3ncc(C(=O)NCCc4cccnc4)c3C)n2)c(C)s1,·,-3%[9.04 µM],?
COc1ccc(-c2nnc(N(C)C(=O)c3ccco3)s2)cc1OC,17%,-26%,-13%
COc1cccc(C(=O)c2cn(CC(=O)Nc3cccc(C(F)(F)F)c3)c3nc(C)ccc3c2=O)c1,5%,-5%,?
CCSc1nnc(NC(=O)CN2C(=O)NC3(CCCC3)C2=O)s1,1%,2%,-28%
O=S(=O)(NCCc1nnc2ccc(SCc3ccccc3Cl)nn12)c1ccccc1,8%,16µM*,23µM*
Cc1ccn(CC(=O)N2CCCC(N3CCN(c4cccc(C(F)(F)F)c4)CC3)C2)n1 (centres undefined),·,?,?
O=C(CCC(=O)N1CCOc2ccccc21)NCCN1CCOCC1,·,9%,28%
CCOP(=O)(c1ccccc1)C(O)c1ccccc1 (centres undefined),3%,6%,?
CCCOc1ccc(-c2nc(N)n[nH]2)cc1,5%,-4%,-15%
O=S(=O)(O)C(c1ccccc1)C1(O)CCCCC1 (centres undefined),·,-17%,-21%
CCCc1cc(=O)[nH]c(SCC(=O)NCCCC(=O)OCC)n1,-7%,-2%,-3%
CC(=O)Nc1ccc(/C=C(\C#N)C(=O)NC2CCCCC2C)cc1 (centres undefined),1%,-1%,?
CCC(C(=O)Nc1ccc(C)c(C)c1)n1c(=O)c(C(F)(F)F)nc2ccccc21 (centres undefined),5%,?,?
CC(=O)Nc1c2c(nn1-c1ccccc1C)CS(=O)C2 (centres undefined),0%,3%,7%
CCOC(=O)C1=C(C)NC(=O)NC1c1ccc(OCC(=O)OC)c(OC)c1 (centres undefined),6%,?,-25%
O=C(O)CCN1c2cccc3cccc(c23)S1(=O)=O,·,-5%,-23%
Cc1ccc(-c2nn(CC(=O)NC3CCCCC3)c3c2cnc2ccc(F)cc23)cc1C,5%,-12%,-11%
CS(=O)(=O)N(CC(=O)NCc1ccc2c(c1)OCO2)c1cccc(Cl)c1,0%,-6%,-7%
Cc1ccccc1-c1nc(CNC(=O)NC2CCCCC2)c(C)o1,-1%,-20%,-26%
COc1ccc(OC)c(NC(=O)C2COc3ccccc3O2)c1 (centres undefined),-1%,-21%,-20%
COc1cc(/C=C(\C#N)c2ccccn2)ccc1OCC(=O)Nc1cccc(C(F)(F)F)c1,4%,1%,-2%
Cc1nn(-c2ccccc2)c(C)c1C(=O)NCCc1ccccc1,·,-8%,-12%
NC(=O)CC[C@H](NC(=O)c1ccc(F)cc1)C(=O)OCC(=O)NCc1ccc2c(c1)OCO2,2%,-6%,-2%
N#Cc1ccc(Nc2nc(-c3ccccc3)cs2)cc1,·,?,?
CN(CC(=O)Nc1ccc(F)c(F)c1F)C(=O)C1CCC1,-10%,-17%,-9%
CC1=CC(C)(C)Nc2ccc(OC(=O)c3cccnc3)cc21,11%,2.9µM*,4.6µM*
C#CCOCCOCCOCCNc1nc(N2CCOCC2)nc(N2CCN(C(=O)CCCCCCCCCCNC(=O)Cn3cc(CCCCCN)nn3)CC2)n1,-2%,1%,-17%
CC(=O)Nc1ccc(N(C(=O)c2ccco2)C(C(=O)NC2CCCC2)c2cccs2)cc1 (centres undefined),6%,8%,-29%
CCCCCC(N)=O,1%&9%,-4%&4%,3%&5%
CCC(Sc1nc2cc(OC)c(OC)cc2c2nc(-c3ccccc3)nn12)C(=O)Nc1cccc(C)c1 (centres undefined),5%,14%,-10%
CCNS(=O)(=O)c1ccc(CCC(=O)N2CCN(c3ccc(OC)cc3)CC2)cc1,·,-1%,?
Cc1ccc(OCc2nnc(SCC(=O)c3ccccc3)n2-c2ccccc2)cc1,0%[56.1 µM],?,?
CC(=O)NCc1ccc(S(=O)(=O)N2CCN(S(=O)(=O)c3ccc4ccccc4c3)CC2)cc1,-6%[0.505 µM],12%,-6%
O=C(NCc1ccc2c(c1)OCO2)C1CC(c2cccc(Br)c2)=NO1 (centres undefined),2%,-13%,14%
COc1cc(NC(=O)c2c(F)cccc2F)nc(OC)n1,6%,-4%,?
N=C(C[C@@H](O)COc1ccccc1-c1ccccc1)N1CCCCC1,12%[56.1 µM],3µM*,3.8µM*
COc1cc(C(N)=O)cc(Br)c1OC,6%,-4%,-4%
Cc1noc(C)c1CSc1nnc2scc(-c3ccc(Cl)cc3)n12,1%,-17%,-22%
O=C(Oc1cccnc1)c1ccc([N+](=O)[O-])cc1Cl,1%,-16%,-1%
CC[N+](CC)(CC)c1ccc(/C=C/c2ccc3ccccc3n2)cc1,·,0.089µM*,0.071µM*
Nc1nc(Nc2cccc(Cl)c2)nc(NCCO)c1[N+](=O)[O-],-9%,-18%,?
COc1ccc2nc(-c3ccccc3)cc(C(=O)N3CCC3)c2c1,1%,23µM*,16µM*
Cc1cc2ccccc2n1CCNC(=O)c1ccc(F)cc1,2%,15µM*,18µM*
COc1cc(C)c(/C=C(\C#N)C(=O)Nc2cccc(C)c2)cc1C(C)C,5%,-13%,?

# Copied from the results shown for reference:
SMILES,TDP1 block,TDP1 cell CPT,TDP1 cell noCPT
CCC(Sc1nc2cc(OC)c(OC)cc2c2nc(-c3ccccc3)nn12)C(=O)Nc1cccc(C)c1 (centres undefined),5%,14%,-10%
CCNS(=O)(=O)c1ccc(CCC(=O)N2CCN(c3ccc(OC)cc3)CC2)cc1,·,-1%,?
Cc1ccc(OCc2nnc(SCC(=O)c3ccccc3)n2-c2ccccc2)cc1,0%[56.1 µM],?,?
CC(=O)NCc1ccc(S(=O)(=O)N2CCN(S(=O)(=O)c3ccc4ccccc4c3)CC2)cc1,-6%[0.505 µM],12%,-6%
O=C(NCc1ccc2c(c1)OCO2)C1CC(c2cccc(Br)c2)=NO1 (centres undefined),2%,-13%,14%
COc1cc(NC(=O)c2c(F)cccc2F)nc(OC)n1,6%,-4%,?

# Carrying on:
SMILES,TDP1 block,TDP1 cell CPT,TDP1 cell noCPT
COc1ccc(F)cc1S(=O)(=O)NCCc1c(C)[nH]c2c(Cl)cccc12,9%,?,?
CCC(C)(C)NC(=O)C(c1ccc(C)cc1)N(Cc1cccs1)C(=O)c1ccc2c(c1)OCCO2 (centres undefined),-9%,?,?
COC(=O)C1=CN(c2ccc(OC)cc2)C=C(C(=O)OC)C1c1cccc(F)c1,·,8%,-10%
COc1cccc(C(=O)Nc2ccc(-c3nc4ccccc4s3)cc2Cl)c1,-8%,?,?
CN1C(=O)c2ccccc2Sc2ccc(NC(=O)Cc3c(F)cccc3Cl)cc21,2%,13µM*,7.3µM*
CCN(CC(=O)NCc1cccs1)S(=O)(=O)c1ccc(C(C)C)cc1,0%,?,?
COCCOC(=O)C1=C(C)N=C2SCCC(=O)N2C1c1ccc(OCc2ccccc2)c(OC)c1 (centres undefined),3%,-18%,-6%
Cn1c(Cn2c(=O)sc3ccccc32)nnc1SCC(=O)Nc1ccccc1,5%,-15%,-2%
O=C(O)C1(c2ccccc2)CCN(S(=O)(=O)c2ccc(Br)cc2)CC1,·,44%[activator],11%
COCC(=O)N1CCC(Oc2ccc(C(=O)NCc3cc(C)no3)cc2)CC1,3%,13%,7%
CCCN(CC(=O)Nc1ccc(F)c(F)c1F)C(=O)CCc1nc2ccccc2c(=O)[nH]1,·,?,-15%
C=CCSc1n[nH]c(-c2ccc(OCCCC)cc2)n1,2%,?,?
CCCC[C@@H]1C=C(C(=O)O)[C@H](c2ccc(C#N)cc2)N1S(=O)(=O)c1ccc(C)cc1,3%,19%,-4%
COc1cc(S(=O)(=O)N2CCOCC2)ccc1NC(=O)COC(=O)/C=C/c1cc(OC)c(OC)c(OC)c1,1%,?,?
CCOc1ccc(-c2nn(-c3ccccc3)cc2/C=C2\SC(=S)N(Cc3ccco3)C2=O)cc1,-3%,?,?
C/C(=N\NC(N)=S)c1ccc(Cl)s1,5%,5.2µM*,4.6µM*
CC(=NOC(=O)c1ccc(Cl)cc1)c1nccs1,·,-15%,-8%
Cc1cc2c(SCC(=O)NC3CCCCC3)ncnc2s1,10%,-14%,?
O=C(NCC1CCN(c2ccc(S(=O)(=O)N3CCOCC3)cc2)CC1)Nc1ccccc1F,7%,?,21µM*
O=C(O)c1ccccc1NS(=O)(=O)c1ccc2ccccc2c1,-14%,1%,-7%
O=C(Nc1ccc(S(=O)(=O)NC2=NCCCCC2)cc1)c1ccc([N+](=O)[O-])s1,·,5.2µM*,10µM*
CCc1ccc(NC(=O)c2noc3c2CCCCC3)cc1,-9%,-3%,-11%
Oc1[nH]c2ccccc2c1N=Nc1nncc2ccccc12,3%,?,?
COc1ccc(S(=O)(=O)c2cn(CC(=O)Nc3cc(C)ccc3C)c3ccccc3c2=O)cc1,4%,20%,-2%
O=C(NCc1ccccc1)C(=O)Nc1c2c(nn1-c1ccccc1)CSC2,8%,16µM*,18µM*
Cc1ccc(CNC(=O)c2ccc3c(O)c(S(=O)(=O)c4ccccc4)c(=O)[nH]c3c2)cc1,0%,-2%,-5%
CCOC(=O)Nc1ccc2c(c1)nc(CN1CCN(C(C)=O)CC1)n2C,5%,5%,-2%
COc1ccc(/C(N)=N/OC(=O)c2cccs2)cc1OC,3%,12µM*,?
Cn1cc([C@@H]2C[C@H]3CN(C4CCCC4)C(=O)[C@]34CCCN24)c(-c2ccccc2)n1,9%,-14%,-27%
CCOC(=O)[C@]12CCCC=C1N(Cc1ccc(Cl)cc1Cl)C(=O)[C@H](CC(=O)NCCC(C)C)C2,·,?,21µM*

# Some of these compounds in order of molecular weight, largest number first.
SMILES,TDP1 block,TDP1 cell CPT,TDP1 cell noCPT
O=C(NCc1ccccc1)C(=O)Nc1c2c(nn1-c1ccccc1)CSC2,8%,16µM*,18µM*
O=C(O)c1ccccc1NS(=O)(=O)c1ccc2ccccc2c1,-14%,1%,-7%
COc1ccc(/C(N)=N/OC(=O)c2cccs2)cc1OC,3%,12µM*,?
Oc1[nH]c2ccccc2c1N=Nc1nncc2ccccc12,3%,?,?

# (next part)
SMILES,TDP1 block,TDP1 cell CPT,TDP1 cell noCPT
CC(C)c1ccc(NC(=O)C2CCCN2S(=O)(=O)c2ccccc2F)cc1 (centres undefined),-2%[56.1 µM],?,?
Cc1cc(N)n2ncc(-c3cccc(Br)c3)c2n1,0%,-7%,-20%
O=C1COc2ccc(-c3csc(NCCc4ccccc4)n3)cc2N1,7%,16µM*,3.7µM*
CCOC(=O)C1(C(F)(F)F)N=C(c2ccccc2F)OC(N(C)C)=N1 (centres undefined),·,-19%,?
CCN1C(=NCCOC)N[C@@H](c2cccc(F)c2)C(C(=O)OC)=C1C,·,-4%,-23%
Cc1ccc(N2CCN(C(=O)Nc3cccc([N+](=O)[O-])c3)CC2C)cc1 (centres undefined),-3%,-8%,?
